Screens as filed in PubChem BioAssay.
CHRM1 agonist: human M1 muscarinic receptor agonists, primary screen, Fluo-8 calcium fluorescence, CHO-K1 cells, HTS; Muscarinic acetylcholine receptor M1 (Homo sapiens), P11229; CHO-K1 hM1, agonist mode; 0% DMSO, 100% acetylcholine EC100; activation, % at 3 µM; 360,000 compounds, 0.33% hits; AID 588814, 2011;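 active means activation above the run's mean compound activation plus 3 SD, cut at about 16% in these data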;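 further: peak over basal fluorescence ratio within a 140 s kinetic read after compound addition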
Target sequence (P11229 whole entry, looked up): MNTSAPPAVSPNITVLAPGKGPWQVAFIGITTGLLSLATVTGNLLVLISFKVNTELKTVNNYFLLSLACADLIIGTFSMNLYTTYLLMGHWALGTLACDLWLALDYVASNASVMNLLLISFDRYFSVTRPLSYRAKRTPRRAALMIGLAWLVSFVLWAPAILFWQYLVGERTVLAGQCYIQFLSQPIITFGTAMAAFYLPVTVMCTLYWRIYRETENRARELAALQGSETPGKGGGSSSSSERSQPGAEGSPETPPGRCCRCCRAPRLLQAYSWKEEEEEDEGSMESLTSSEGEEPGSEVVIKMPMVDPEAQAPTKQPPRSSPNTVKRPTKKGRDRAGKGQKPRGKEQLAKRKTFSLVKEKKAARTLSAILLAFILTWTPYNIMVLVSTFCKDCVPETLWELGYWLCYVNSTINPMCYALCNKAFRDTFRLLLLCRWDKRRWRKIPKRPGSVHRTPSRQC
CHRM1 PAM: human M1 muscarinic receptor positive allosteric modulators, primary screen, CHO-K1 cells, Fluo-8 calcium fluorescence, 1536-well; activation, % at 3 µM; CHO-K1 hM1, ACh EC20; 0% = ACh EC20, 100% = maximal ACh; AID 588819, 2011; 360,000 compounds, 0.088% hits; in the data active means activation above about 19%, passing the limit was not always enough
TAAR1 antagonist: human TAAR1 antagonists, primary screen, Fluo-8 calcium fluorescence, CHO RD-HGA16 cells; AID 624466, 2012; 360,000 compounds, 1.5% hits; inhibition, % at 3 µM; antagonist;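 active means inhibition above a per-plate cutoff, the mean inhibition of test compounds on that plate plus 3 SD, cut at about 49% in these data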;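 further: 0% = DMSO plus EC80 beta-PEA response and 100% = DMSO alone without agonist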
Target sequence (Q96RJ0 whole entry, looked up): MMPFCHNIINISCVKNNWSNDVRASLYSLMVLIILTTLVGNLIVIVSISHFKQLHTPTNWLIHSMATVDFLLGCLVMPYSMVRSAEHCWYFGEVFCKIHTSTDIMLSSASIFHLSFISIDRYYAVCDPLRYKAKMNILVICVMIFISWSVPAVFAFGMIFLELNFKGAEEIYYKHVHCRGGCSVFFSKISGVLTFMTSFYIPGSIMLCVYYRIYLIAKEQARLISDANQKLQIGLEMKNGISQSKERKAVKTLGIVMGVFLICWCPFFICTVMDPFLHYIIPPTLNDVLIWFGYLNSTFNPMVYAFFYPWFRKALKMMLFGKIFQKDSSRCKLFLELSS
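Test system: CHO RD-HGA16 cells bearing hTAAR1 | Reagent: β-PEA, EC80 | Compound dosing: 3 µM, single point | Schedule: Dye loading 75 min at 37 °C, then 30 min room temperature | Signal: Calcium fluorescence with Fluo-8 | Evaluation: Percent inhibition of PEA-evoked calcium signal, max/basal emission ratio | Control set: DMSO-only wells and EC80 β-PEA-stimulated wells | Repeats: Singlicate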
TAAR1 agonist: human TAAR1 agonists, primary screen, Fluo-8 calcium fluorescence, CHO RD-HGA16 cells; Trace amine-associated receptor 1 (Homo sapiens), Q96RJ0; 360,000 compounds, 0.99% hits; vehicle wells 0%, saturating PEA agonist 100%; activation, % at 3 µM; AID 624467, 2012;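 active means activation above the mean activation of all test compounds in the run plus 3 SD, cut at about 38% in these data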
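System: CHO RD-HGA16 cells carrying human TAAR1 plus Gα16; Incubation: 17-24 h seeding, 75 min 37 °C dye, 30 min RT; Measured by: Fluo-8 fluorescence, 5 s baseline then 140 s kinetic read; Control set: DMSO and PEA EC100; Replication: single well for each compound.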
CHO parental Ca: ATP-evoked calcium signal inhibitors, parental CHO, primary screen, counter-screen for OX1R antagonist project, cell-based, fluorescence, Fluo-8 calcium dye | parental CHO-K1, ATP-induced calcium, Fluo-8 fluorescence | 330,000 compounds, 0.63% hits | inhibition, % at 5.6 µM;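 active means inhibition above that plate's mean sample inhibition plus 3 SD, cut at about 26% in these data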;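 further: 0% = ATP-challenged DMSO wells and 100% = DMSO wells without ATP; some compounds past the cut are filed as inactive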
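Assay system: untransfected parental CHO cell line. Also added: ATP agonist challenge. Dosing: one dose, 5.6 µM nominal. Measured by: Fluo-8 fluorescence. Read-out: % inhibition. Benchmarks: ATP wells versus no-ATP DMSO wells. Repeats: no replicates.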
CHRM1 antagonist: human M1 muscarinic receptor antagonists, primary screen, CHO-K1 cells, Fluo-8 calcium fluorescence, 1536-well. CHO-K1 hM1, ACh EC80 antagonist. inhibition, % at 3 µM. 360,000 compounds, 1.3% hits. AID 588852, 2011;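 active means percent inhibition above its own plate's cutoff, namely the mean of that plate's compound wells plus 3 SD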;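 further: peak over basal fluorescence ratio during 140 s after agonist addition; 0% = ACh EC80 plus DMSO and 100% = DMSO alone without agonist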
CHO-K1 Ca antag: counter-screen for M1 antagonists: effect in parental CHO-K1 cells | ATP-induced calcium, Fluo-8 fluorescence | inhibition, % at 3 µM | 360,000 compounds, 0.6% hits | AID 602250;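 active means inhibition above a per-plate cutoff, the plate's mean sample inhibition plus 3 SD, cut at about 24% in these data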;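 further: 0% = DMSO plus EC80 ATP and 100% = DMSO alone without ATP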
M1 ag parental: counter-screen for M1 agonists: effect in parental CHO-K1 cells | AID 602248, 2012 | activation, % at 3 µM | 360,000 compounds, 0.48% hits | Fluo-8 calcium fluorescence; scaled to maximal ATP response, vehicle zero; in the data active means activation above about 15%;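 further: untransfected CHO-K1 host cells lacking M1 receptor as counterscreen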
CHO-K1 Ca PAM: nonselective calcium activators in parental CHO-K1 cells, primary screen, counter-screen for M1 PAM project, cell-based, Fluo-8 calcium fluorescence, full deck, 1536-well; activation, % at 3 µM; ATP EC20; 0% at ATP EC20, 100% at ATP max; AID 602247, 2012; 360,000 compounds, 0.02% hits;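 active means activation above the run cutoff, the mean activation of all test compounds plus 3 SD, cut at about 40% in these data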;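 further: peak over basal fluorescence ratio in a 140 s read after ATP addition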
* marks the source's active call; other numbers are inactive results.

Results for CC12C=CC3(O1)C(C(=O)N1CCCOC13)C2C(=O)O (stereo not given) ?
CHRM1 agonist: -8; CHRM1 PAM: 17; TAAR1 antagonist: -5; TAAR1 agonist: 10; CHO parental Ca: 6; CHRM1 antagonist: 0; CHO-K1 Ca antag: -3; M1 ag parental: 3.2; CHO-K1 Ca PAM: 25

How did CCOC(=O)/C(=N/O)C1=NC(C)(C)Cc2cc(C)c(C)cc21 do in these assays?
CHRM1 agonist: -11; CHRM1 PAM: 9; TAAR1 antagonist: -27; TAAR1 agonist: -2; CHO parental Ca: -9; CHRM1 antagonist: -8; CHO-K1 Ca antag: 0; M1 ag parental: -0.3; CHO-K1 Ca PAM: 17

What do the screens show for `Cn1ncc(N)c1C(=O)Nc1cccc(C(F)(F)F)c1`?
CHRM1 agonist: -3; CHRM1 PAM: 4; TAAR1 antagonist: 4; TAAR1 agonist: 1; CHO parental Ca: -20; CHRM1 antagonist: -29; CHO-K1 Ca antag: -16; M1 ag parental: 0.3; CHO-K1 Ca PAM: 17

What do the screens show for `O=C1OCCC1Sc1nnc(-c2ccccc2Cl)n1Cc1ccccc1` (stereo not given)?
CHRM1 agonist: -6; CHRM1 PAM: 7; TAAR1 antagonist: 12; TAAR1 agonist: -1; CHO parental Ca: -17; CHRM1 antagonist: -16; CHO-K1 Ca antag: -6; M1 ag parental: 1.1; CHO-K1 Ca PAM: 14

Results for Cc1ccc(NC2=NCCCCC2)cc1 ?
CHRM1 agonist: -4; CHRM1 PAM: 3; TAAR1 antagonist: 0; TAAR1 agonist: 15; CHO parental Ca: 1; CHRM1 antagonist: 1; CHO-K1 Ca antag: -1; M1 ag parental: 0.4; CHO-K1 Ca PAM: 4

How did COc1ccc(NC(=S)NNC(=O)C2CC2c2ccc(C)cc2)cc1 (stereo not given) do in these assays?
CHRM1 agonist: -5; CHRM1 PAM: 5; TAAR1 antagonist: -9; TAAR1 agonist: 2; CHO parental Ca: -23; CHRM1 antagonist: -11; CHO-K1 Ca antag: -24; M1 ag parental: -0.1; CHO-K1 Ca PAM: 29

How did CC1(c2nnnn2Cc2ccccc2)CCC(=O)N1CCCn1ccnc1 (stereo not given) do in these assays?
TAAR1 antagonist: -9; TAAR1 agonist: 6; CHO-K1 Ca antag: -2; M1 ag parental: 0.9; CHO-K1 Ca PAM: 0

What do the screens show for `COc1ccc(/C(O)=C2/C(=O)C(=O)N(CC3CCCO3)C2c2cccc(O)c2)cc1` (stereo not given)?
CHRM1 agonist: -1; CHRM1 PAM: 8; TAAR1 antagonist: -21; TAAR1 agonist: 11; CHO parental Ca: -8; CHRM1 antagonist: -12; CHO-K1 Ca antag: -6; M1 ag parental: 1.0; CHO-K1 Ca PAM: 10

Results for CCN(CC)CCn1c(=O)n(-c2ccc(Cl)cc2)c(=O)c2c3c(sc21)CN(C)CC3 ?
CHRM1 agonist: -4; CHRM1 PAM: 8; TAAR1 antagonist: 3; TAAR1 agonist: 0; CHO parental Ca: -12; CHRM1 antagonist: -11; CHO-K1 Ca antag: -8; M1 ag parental: 2.0; CHO-K1 Ca PAM: 18

Results for COc1cccc(-n2c(C)nnc2SCC#N)c1 ?
CHRM1 agonist: -2; CHRM1 PAM: 2; TAAR1 antagonist: -18; TAAR1 agonist: 3; CHO parental Ca: -5; CHRM1 antagonist: 1; CHO-K1 Ca antag: 0; M1 ag parental: 0.3; CHO-K1 Ca PAM: 9

What do the screens show for `CCOc1ccc(C(C)=O)cc1CN1C(=O)NC2(CCCCCCC2)C1=O`?
CHRM1 agonist: -2; CHRM1 PAM: 6; TAAR1 antagonist: -15; TAAR1 agonist: 4; CHO parental Ca: -22; CHRM1 antagonist: -6; CHO-K1 Ca antag: -6; M1 ag parental: 1.7; CHO-K1 Ca PAM: 13

Results for O=C(NC1CCCCC1)c1ccc2ccccc2c1O ?
CHRM1 agonist: -8; CHRM1 PAM: -5; TAAR1 antagonist: 6; TAAR1 agonist: 5; CHRM1 antagonist: -7; CHO-K1 Ca antag: -12; M1 ag parental: 0.2; CHO-K1 Ca PAM: 9

Results for Cc1ccc(OCC(=O)N2CCN(c3nnc(-c4ccccc4)c4ccccc34)CC2)cc1 ?
CHRM1 agonist: -4; CHRM1 PAM: -16; TAAR1 antagonist: 5; TAAR1 agonist: 8; CHO parental Ca: -19; CHRM1 antagonist: 25; CHO-K1 Ca antag: 3; M1 ag parental: 2.9; CHO-K1 Ca PAM: 8

How did O=C(CSc1nnc(NC(=O)Cc2ccccc2)s1)NCC1CCCO1 (stereo not given) do in these assays?
CHRM1 agonist: -5; CHRM1 PAM: 9; TAAR1 antagonist: 3; TAAR1 agonist: 0; CHO parental Ca: -21; CHRM1 antagonist: -12; CHO-K1 Ca antag: -9; M1 ag parental: 1.2; CHO-K1 Ca PAM: 14

Results for O=C1C(=Cc2ccc(F)cc2)Cc2ccccc21 ?
CHRM1 agonist: -9; CHRM1 PAM: -4; TAAR1 antagonist: -28; TAAR1 agonist: -2; CHRM1 antagonist: -1; CHO-K1 Ca antag: 6; M1 ag parental: -0.5; CHO-K1 Ca PAM: 4

Results for CC(C)c1nc2sc3c(SCCN(C)C)ncnc3c2c2c1CCC2 ?
CHRM1 agonist: -5; CHRM1 PAM: 4; TAAR1 antagonist: -22; TAAR1 agonist: 5; CHRM1 antagonist: -3; CHO-K1 Ca antag: -9; M1 ag parental: 0.2; CHO-K1 Ca PAM: -2

What do the screens show for `CC12CCC(C/C1=N\N=C1\NC(=O)/C(=C\c3cccc(Br)c3)S1)C2(C)C` (stereo not given)?
CHRM1 agonist: -4; CHRM1 PAM: -14; TAAR1 antagonist: 20; TAAR1 agonist: -1; CHO parental Ca: -3; CHRM1 antagonist: 0; CHO-K1 Ca antag: 6; M1 ag parental: -0.1; CHO-K1 Ca PAM: -6

What do the screens show for `O=C(Cn1c(=O)c2cccn2c2ccccc21)NCCc1ccc(Cl)cc1`?
CHRM1 agonist: 0; CHRM1 PAM: 4; TAAR1 antagonist: -16; TAAR1 agonist: 3; CHO parental Ca: -17; CHRM1 antagonist: -4; CHO-K1 Ca antag: -5; M1 ag parental: 0.9; CHO-K1 Ca PAM: 2

What do the screens show for `Cc1ccccc1S(=O)(=O)c1cc(C#N)c(=O)[nH]c1N`?
CHRM1 agonist: -4; CHRM1 PAM: 8; TAAR1 antagonist: 8; TAAR1 agonist: 1; CHO parental Ca: -1; CHRM1 antagonist: 4; CHO-K1 Ca antag: -4; M1 ag parental: 0.3; CHO-K1 Ca PAM: 15

How did O=C(Nc1ccc(Oc2cccnc2)cc1)C1CCN(Cc2ccccc2)CC1 do in these assays?
CHRM1 agonist: -5; CHRM1 PAM: 5; TAAR1 antagonist: -14; TAAR1 agonist: 5; CHO parental Ca: -5; CHRM1 antagonist: 4; CHO-K1 Ca antag: 6; M1 ag parental: 0.7; CHO-K1 Ca PAM: -10

How did CCN1C(=O)[C@H]2[C@@H](c3ccc(OC)cc3)N3C(=O)CN(CCOC)C(=O)[C@@]3(Cc3ccccc3)[C@H]2C1=O do in these assays?
CHRM1 agonist: -5; CHRM1 PAM: 8; TAAR1 antagonist: 4; TAAR1 agonist: 0; CHO parental Ca: -8; CHRM1 antagonist: -3; CHO-K1 Ca antag: -6; M1 ag parental: 0.4; CHO-K1 Ca PAM: 2

What do the screens show for `CCCCN(Cc1ccccc1)C(=O)C1CCC(=O)N(CCc2ccccn2)C1` (stereo not given)?
CHRM1 agonist: -3; CHRM1 PAM: 4; TAAR1 antagonist: 4; TAAR1 agonist: 0; CHO parental Ca: -12; CHRM1 antagonist: -6; CHO-K1 Ca antag: -5; M1 ag parental: 1.0; CHO-K1 Ca PAM: 0

Results for O=C(CN1CCC(NC(=O)c2ccco2)CC1)Nc1cccc2ccccc12 ?
CHRM1 agonist: -7; CHRM1 PAM: 1; TAAR1 antagonist: -4; TAAR1 agonist: 3; CHO parental Ca: -10; CHRM1 antagonist: -13; CHO-K1 Ca antag: -15; M1 ag parental: 0.1; CHO-K1 Ca PAM: 11

Results for Cc1ccc(C)c(-n2cc(CN3CCNC(=O)CC3)c(-c3ccccc3)n2)c1 ?
CHRM1 agonist: -6; CHRM1 PAM: -2; TAAR1 antagonist: 7; TAAR1 agonist: 7; CHO parental Ca: -20; CHRM1 antagonist: -8; CHO-K1 Ca antag: 1; M1 ag parental: 0.1; CHO-K1 Ca PAM: 3

How did COc1cccc(CNc2ccc3c(c2)ncn3C(C)C)c1OC do in these assays?
CHRM1 agonist: -8; CHRM1 PAM: 10; TAAR1 antagonist: 6; TAAR1 agonist: 1; CHO parental Ca: -11; CHRM1 antagonist: -12; CHO-K1 Ca antag: 22; M1 ag parental: -0.1; CHO-K1 Ca PAM: -8

Results for Cc1cc(NC(=O)CCC(=O)N(Cc2ccco2)C2(C(=O)NC3CCCC3)CCC(C)CC2)no1 (stereo not given) ?
CHRM1 agonist: -1; CHRM1 PAM: 5; TAAR1 antagonist: -3; TAAR1 agonist: 0; CHO parental Ca: -25; CHRM1 antagonist: -10; CHO-K1 Ca antag: -11; M1 ag parental: 0.0; CHO-K1 Ca PAM: -1

Results for CN(CC(=O)Nc1c(Cl)cccc1Cl)C(=O)C1CCN(C(=O)Nc2ccccc2)CC1 ?
CHRM1 agonist: -1; CHRM1 PAM: 7; TAAR1 antagonist: 0; TAAR1 agonist: 1; CHO parental Ca: -6; CHRM1 antagonist: -12; CHO-K1 Ca antag: -2; M1 ag parental: 1.4; CHO-K1 Ca PAM: 8

Results for COc1ccc(C2=NCCn3cccc32)c(OC)c1 ?
CHRM1 agonist: -9; CHRM1 PAM: 0; TAAR1 antagonist: -24; TAAR1 agonist: 1; CHO parental Ca: 2; CHRM1 antagonist: 7; CHO-K1 Ca antag: -6; M1 ag parental: 0.7; CHO-K1 Ca PAM: 7

What do the screens show for `Nc1nonc1-n1nnc(C(=O)N/N=C/c2ccc(Cl)cc2Cl)c1CN1CCOCC1`?
CHRM1 agonist: -4; CHRM1 PAM: -1; TAAR1 antagonist: -4; TAAR1 agonist: 2; CHO parental Ca: -15; CHRM1 antagonist: 2; CHO-K1 Ca antag: -8; M1 ag parental: -0.1; CHO-K1 Ca PAM: -11
